# Scp-1 inhibitor – inhibitors of human Scp-1 phosphatase | Recombinant Scp1, phosphopeptide, malachite green phosphate absorbance | inhibition, % at 20 µM | hit rate 0.88% among 340,000;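 active means inhibition above about 50% at 20 µM, limit read from the data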;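 further: plate controls were DMSO wells with enzyme for no effect and wells lacking enzyme for full effect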
#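 assay system = SCP-1 phosphatase catalytic domain, residues 76-261 | buffer or medium = 50 mM Tris acetate pH 5.5, 0.005% Tween-20, 10 mM MgCl2 | incubation = enzyme reaction 45 min at room temperature, colour 5 min, stabilisation 30 min | signal = Phosphate-binding colour reagent, absorbance read at 630 nm | measure = % inhibition at 20 µM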
# CSN deneddyl inh – blocks human CSN-mediated cullin deneddylation; Q92905; Purified CSN, SCF-Nedd8-OG deneddylation, fluorescence polarization; inhibition, % at 12.5 µM; hit rate 0.38% among 360,000;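 active means pattern-corrected inhibition above about 35%, with an unprinted fluorescence ratio check between 0.5 and 1.5, limit read from the data, passing the limit was not always enough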;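 further: 0% = enzyme with substrate and 100% = substrate without enzyme; some results filed as inactive read as strong as hits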
# Target sequence (Q92905 whole entry, looked up, one chain of several): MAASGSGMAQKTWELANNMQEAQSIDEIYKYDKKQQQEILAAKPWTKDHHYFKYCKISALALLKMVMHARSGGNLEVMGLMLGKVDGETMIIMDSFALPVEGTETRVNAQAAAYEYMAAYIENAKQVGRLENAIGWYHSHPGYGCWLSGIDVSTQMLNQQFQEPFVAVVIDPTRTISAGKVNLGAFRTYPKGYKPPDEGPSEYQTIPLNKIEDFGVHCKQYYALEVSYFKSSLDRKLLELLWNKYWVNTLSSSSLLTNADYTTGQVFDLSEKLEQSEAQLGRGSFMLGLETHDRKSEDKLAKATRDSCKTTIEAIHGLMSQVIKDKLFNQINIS
#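 Schedule: reaction 90 min, room temperature / Assay system: HEK293T-derived human Csn5 enzyme / Input: Csn5 at 0.24 nM final / Measure: inhibition of Csn5 cleavage, % / Control set: substrate-only high control, full reaction low control / Technique: fluorescence polarization of the substrate / Buffer or medium: Tris/NaCl/DTT buffer, pH 7.5 / Reagent: SCFSkp2-Nedd8OG substrate at 10 nM final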
# STEP block – inhibitors of human striatal-enriched phosphatase STEP. hit rate 0.25% among 360,000. inhibition, % at 20 µM. AID 588621. recombinant STEP, OMFP fluorogenic substrate, fluorescence;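 active means inhibition at 20 µM, scaled per plate between control wells, above about 37%, limit read from the data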;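 further: 0% = DMSO with enzyme and substrate and 100% = substrate only without enzyme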
#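 Measure: Control-normalized % inhibition with plate pattern correction | Test system: STEP phosphatase, cell-free reaction | Medium: pH 6.0 Bis-Tris with DTT and Tween 20 | Technique: Fluorescence, 480/540 nm | Times: Reaction 20 min, ambient temperature | Doses: Single compound dose of 20 µM, 1% DMSO final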
# TbMetRS inhib – blocks T. brucei methionyl-tRNA synthetase activity; purified T. brucei MetRS, ATP depletion, Kinase-Glo luminescence; inhibition, % at 11.9 µM; hit rate 0.4% among 360,000;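 active means inhibition above a per-plate cutoff of the control wells' mean inhibition plus 3 SD, cut at about 5.5% in these data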;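 further: 0% = DMSO wells median and 100% = median of wells with control inhibitor compound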
#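 Material – parasite MetRS enzyme · Medium – HEPES-MgCl2-KCl buffer plus DTT, spermine, BSA, pyrophosphatase · Reagent – ATP, methionine and E. coli bulk tRNA substrates · Times – 15 min enzyme-compound preincubation, 2 h reaction, 10 min detection, 25 °C · Measured by – luminescence of leftover ATP · Evaluation – percent inhibition relative to median high and low control wells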
# Rpn11 block – inhibitors of human proteasome Rpn11. O00487. human 26S proteasome, Ub4-pepOG fluorescence polarization; 20S core pre-blocked with epoxomicin. calls only at 20 µM. hit rate 0.59% among 360,000;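 active means inhibition at 20 µM, scaled to each plate's controls, above about 33%, limit read from the data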
# NadD block – blocks S. aureus nicotinate mononucleotide adenylyltransferase; purified NadD enzyme, colorimetric absorbance read-out; inhibition, % at 20 µM; hit rate 0.78% among 360,000; AID 602399; in the data active means inhibition above about 26%; further: some compounds past the cut are filed as inactive
# LMPTP block – LMPTP (human) inhibition | inhibition, % at 20 µM | recombinant LMPTP-A, OMFP fluorogenic substrate, fluorescence intensity | hit rate 0.22% among 360,000 | AID 651560 | P24666;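 active means compounds that cut the enzyme signal by at least half of the control window in the single-dose screen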;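 further: plate controls were DMSO wells with enzyme plus substrate for no effect and substrate without enzyme for full effect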
#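 Material: LMPTP-A; amount: 0.625 nM enzyme; doses: single 20 µM dose; times: reaction 50 min, room temperature, dark; technique: fluorescence intensity of OMFP turnover product; benchmarks: no-enzyme and uninhibited controls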
# DNMT1 block – DNMT1 (human) enzyme inhibition; AID 588458; inhibition (reported as % activation of signal), % at 10 µM; DNMT1 molecular beacon, Hinp1I cleavage, fluorescence; hit rate 0.83% among 360,000; P26358; in the data active means inhibition above about 50%
# PABP1 MLLE inh – blocks PAM2 peptide binding to the PABP1 MLLE domain; inhibition, % at 20 µM; GST-MLLE / FITC-PAM2 fluorescence polarization; AID 588489; hit rate 0.36% among 360,000; P11940; in the data active means inhibition above about 35%, passing the limit was not always enough;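 further: plate controls were DMSO wells with GST-MLLE for no effect and wells lacking GST-MLLE protein for full effect; some results filed as inactive read as strong as hits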
# Target sequence (P11940 whole entry, looked up, the tested form may be a part): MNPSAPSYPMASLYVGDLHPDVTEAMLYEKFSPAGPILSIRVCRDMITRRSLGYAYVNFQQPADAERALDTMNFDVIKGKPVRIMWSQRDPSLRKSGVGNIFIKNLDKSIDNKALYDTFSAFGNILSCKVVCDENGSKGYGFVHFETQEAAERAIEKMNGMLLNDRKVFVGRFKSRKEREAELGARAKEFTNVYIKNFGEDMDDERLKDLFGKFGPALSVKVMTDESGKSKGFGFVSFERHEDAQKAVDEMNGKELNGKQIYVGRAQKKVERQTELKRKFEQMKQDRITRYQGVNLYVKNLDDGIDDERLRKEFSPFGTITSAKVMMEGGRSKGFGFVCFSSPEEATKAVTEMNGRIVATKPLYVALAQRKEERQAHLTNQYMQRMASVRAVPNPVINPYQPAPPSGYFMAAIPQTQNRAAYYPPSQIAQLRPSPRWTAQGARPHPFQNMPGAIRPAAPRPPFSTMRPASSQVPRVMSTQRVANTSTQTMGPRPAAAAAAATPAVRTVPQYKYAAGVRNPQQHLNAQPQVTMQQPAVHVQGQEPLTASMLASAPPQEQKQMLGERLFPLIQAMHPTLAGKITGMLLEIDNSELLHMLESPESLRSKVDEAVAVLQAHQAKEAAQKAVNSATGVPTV
# SUMO1 PPI mod – alters human SUMO1 binding to SIM partners; hit rate 0.33% among 360,000; SUMO1 binding to a labelled peptide, TR-FRET, 1 h; inhibition, % at 20 µM; in the data active means inhibition above about 37%
# Target sequence (P63165 whole entry, looked up): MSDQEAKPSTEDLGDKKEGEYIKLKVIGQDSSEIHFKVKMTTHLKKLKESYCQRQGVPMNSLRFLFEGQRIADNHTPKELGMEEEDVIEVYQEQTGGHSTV
# The depositor's hits bear a star; i = inactive; x = no result given; + = active, no number. Hits appear at their usual frequency, and some 3.6% of all compounds hit somewhere here.
SMILES,Scp-1 inhibitor,CSN deneddyl inh,STEP block,TbMetRS inhib,Rpn11 block,NadD block,LMPTP block,DNMT1 block,PABP1 MLLE inh,SUMO1 PPI mod
CCOC(=O)Nc1sc2nc(C)cc(C)c2c1-n1cccc1,-6,-2,0,-1.2,i,-6,0.7,1,6,1
Cc1ccc(C)c(N2CCN(CC(=O)Nc3ccc([N+](=O)[O-])cc3C(=O)Nc3ccccc3F)CC2)c1,1,-3,3,-0.2,i,14,1.6,-4,7,0
O=C(NCCN1CCN(C(=O)c2cccc([N+](=O)[O-])c2)CC1)C(=O)NCc1ccc(Cl)cc1,-5,5,2,-0.3,i,-2,-1.2,1,-10,-15
Fc1ccccc1OCC1CCCN(Cc2nc(CC3CC3)no2)C1 (stereo not drawn),-2,-6,2,-0.2,i,4,0.0,-1,-10,3
NS(=O)(=O)c1ccc(CCNC(=O)COC(=O)CCSc2ccc(Cl)cc2)cc1,-4,-5,2,-0.9,i,-5,-1.3,-1,4,5
CCOC(=O)C1CCCN(C(=O)C(C)Oc2ccc(Cl)cc2Cl)C1 (stereo not drawn),-6,-3,0,-0.1,i,-1,-1.1,3,-1,2
O=C(CSc1nnc(-c2ccc(O)cc2)o1)NNC(=O)c1ccncc1,-7,3,-4,-0.6,i,-7,-1.6,1,-9,0
COC(=O)c1ccc(NC(=O)CCS(=O)(=O)c2ccc(C)cc2)cc1,-11,1,2,-0.8,i,-1,0.6,1,4,0
COc1ccc(CC(=O)OCC(=O)NCc2ccc(Cl)cc2)cc1,-3,3,0,-0.9,i,-2,-1.0,-4,1,-1
Cc1c(C(=O)NC(=S)Nc2ccc(N3CCOCC3)cc2)cccc1[N+](=O)[O-],-9,0,0,0.4,i,1,1.8,-1,33,0
CCOC(=O)c1c(CN2CCCCC2)n(C)c2cc(Br)c(O)cc12,-8,-3,-1,-0.5,i,-3,-20,3,0,4
O=C(c1cc2cc([N+](=O)[O-])ccc2oc1=O)N1CCN(C2CCCCC2)CC1,-6,-4,1,-0.3,i,-5,-1.4,-5,-3,-16
COc1ccc(C(CNC(=O)c2cccc(NC(=O)c3cccs3)c2)N2CCCC2)cc1 (stereo not drawn),-2,0,-2,-0.3,i,2,-0.5,-8,-1,3
N#C/C(=C\c1cccnc1)c1ccc(Br)cc1,-8,-5,1,0.9,i,0,1.7,1,-4,-31
Cc1cccc(CN2CCNC2=O)c1,-8,1,15,-0.8,i,-4,-1.4,4,11,-1
Cc1c(N)cccc1-n1cnnn1,0,-4,0,0.0,i,-1,-1.1,-1,6,-2
COc1ccc(S(=O)(=O)N2CCCCCC2)cc1NC(=O)CCc1cc(OC)c(OC)c(OC)c1,-12,4,2,-0.5,i,-6,-0.1,-3,1,4
COc1ccc(N2CCN(C(c3ccccc3)c3nnnn3Cc3ccc(F)cc3)CC2)cc1 (stereo not drawn),-13,9,5,-1.3,i,-4,3.8,-7,-14,0
COc1ccc(C(=O)NCc2csc(C(C)C)n2)cc1OC1CCN(C(C)=O)CC1,-13,-2,0,-0.7,i,-6,-0.6,2,-4,2
COc1ccc(CCNC(=O)CSc2nnc(-c3cccc(C)c3)o2)cc1OC,-11,-3,3,0.0,i,7,-0.7,3,2,1
CCOC(=O)c1c(C)[nH]c(C)c1C(=O)CSc1nc2ccccc2c(=O)n1-c1ccc(F)cc1,-9,-20,3,-0.6,i,7,2.5,-9,-24,0
CCC(C)(C)NC(=O)C(c1ccc(C)cc1)N(CC1CCCO1)C(=O)CNC(=O)c1cccs1 (stereo not drawn),-3,-3,-2,0.1,i,2,-0.6,0,1,-1
NNC(=O)c1cc2cc3ccccc3nc2s1,-2,0,3,-0.4,i,5,0.1,1,-8,-17
COc1ccccc1NC(=O)c1ccc2c(c1)OCO2,-9,1,-2,-1.4,i,2,1.9,-11,-13,3
CC(C)[C@@H](C(=O)NC1CCCC1)N1C(=O)N2CCc3c([nH]c4ccccc34)[C@@]2(C)C1=O,4,0,0,-0.1,i,2,0.0,-4,-20,7
Cc1noc(C)c1C(=O)N1CCc2ccccc2C1,5,-1,1,-1.3,i,-3,0.4,-4,0,1
S=C(NCc1ccccn1)NN=Cc1ccccn1,-5,-5,3,-0.5,i,2,-0.7,-1,-20,-9
O=C(CCS(=O)(=O)Cc1ccccc1F)N1CCc2ccccc2C1,1,3,-3,-0.4,i,-4,0.2,-10,-5,1
Nc1ccc2oc(-c3ccccn3)nc2c1,-4,2,-5,-1.8,i,5,0.0,-5,1,0
Cc1ccc(NC(=O)CNc2cc(S(=O)(=O)N3CCOCC3)ccc2N2CCOCC2)cc1S(=O)(=O)N(C)C,-3,0,2,-0.1,i,6,-0.3,-2,-10,4
O=C(NCCc1ccccc1)Nc1nnc([C@@H]2C[C@H](O)[C@@H](CO)O2)s1,x,-5,6,-0.1,i,-3,-0.7,3,4,3
CCCCn1nc(C(=O)OCC(=O)Nc2sccc2C(N)=O)c2ccccc2c1=O,-17,-5,5,-0.2,i,-5,6.8,-3,-3,5
Cc1cc(-n2c(C)cc(C(=O)CSc3nnnn3-c3ccccc3)c2C)no1,-17,2,3,-0.4,i,0,3.4,-12,-49,-2
COc1cc(S(=O)(=O)Nc2ccc(C)cc2)ccc1N=Cc1c(C)c(C#N)c(=O)n(C)c1O,-3,6,-1,0.1,x,2,-1.0,-3,5,4
CC(C)COc1ccc(-c2cc(C(=O)NN)[nH]n2)cc1,-1,-1,-1,-1.0,i,11,-0.2,16,-4,2
COc1ccc(CN(C)C(=O)CCl)cc1,-5,7,-1,-0.3,i,-10,-0.7,2,-12,4

# 2 entries from above in a different format:
> CCC(C)(C)NC(=O)C(c1ccc(C)cc1)N(CC1CCCO1)C(=O)CNC(=O)c1cccs1 (stereo not drawn)
  Scp-1 inhibitor: -3
  CSN deneddyl inh: -3
  STEP block: -2
  TbMetRS inhib: 0.1
  Rpn11 block: i
  NadD block: 2
  LMPTP block: -0.6
  DNMT1 block: 0
  PABP1 MLLE inh: 1
  SUMO1 PPI mod: -1
> NNC(=O)c1cc2cc3ccccc3nc2s1
  Scp-1 inhibitor: -2
  CSN deneddyl inh: 0
  STEP block: 3
  TbMetRS inhib: -0.4
  Rpn11 block: i
  NadD block: 5
  LMPTP block: 0.1
  DNMT1 block: 1
  PABP1 MLLE inh: -8
  SUMO1 PPI mod: -17

# Continued.
SMILES,Scp-1 inhibitor,CSN deneddyl inh,STEP block,TbMetRS inhib,Rpn11 block,NadD block,LMPTP block,DNMT1 block,PABP1 MLLE inh,SUMO1 PPI mod
CCOC(=O)C1(CCOc2ccccc2)CCN(Cc2cccc3c2OCO3)CC1,-6,4,0,-0.7,i,-5,1.4,-6,-10,-1
O=C(NCCC1=CCCCC1)N[C@@H](Cc1ccccc1)C(=O)O,-2,-5,-3,-0.6,i,-2,-0.7,-1,0,-3
COC(C/C=C/C(=O)[C@H](C)OCc1ccccc1)OC,-4,4,3,0.0,i,2,-1.8,6,3,3
CCN(CC)S(=O)(=O)c1ccc(S(=O)(=O)NCC2CCCO2)cc1 (stereo not drawn),1,-5,1,-0.6,i,6,-0.7,-2,6,6
CCOC(=O)C1CCCN(C(=O)c2ccc(Cl)cc2)C1 (stereo not drawn),-7,-6,1,-0.9,i,-1,0.5,1,6,3
CCc1onc(C)c1C(=O)Nc1ccc(N2CCOCC2)cc1,-9,-3,-1,0.2,i,-1,-1.5,4,-4,0
Cn1cccc1/C=C1\SC(=S)N(NC(=O)c2ccccc2)C1=O,-12,34,0,-3.9,x,-5,6.3,-2,-108,-16
CC1=CC(C)C2(COC(=O)Nc3ccccc3)COC(C)C1C2C (stereo not drawn),-3,1,0,-0.8,i,-2,1.6,-7,-6,-6
CCNC(=O)COC(=O)c1cccc(Br)c1,1,1,-1,0.2,i,-2,-0.7,3,14,3
COc1ccc(CCNc2cc(C)nc3c(-c4ccc(Cl)cc4)cnn23)cc1OC,2,-13,2,-0.6,i,6,4.5,-17,-11,1
N#CC(C#N)=C1C(=O)N(CCN2CCOCC2)c2ccccc21,-9,3,5,-0.6,i,-3,-0.9,-9,5,-6
CC(NC(=O)C1CCN(CCOc2ccc(Cl)cc2)CC1)c1cccc2ccccc12 (stereo not drawn),x,-6,-2,0.1,i,-3,0.0,-8,2,-1
CCOC(=O)CCCCCC(=O)Nc1ccc2c(c1)CC(=O)N([C@@H](C)CO)C[C@@H](C)[C@@H](CN(C)C(=O)Nc1ccc(C(F)(F)F)cc1)O2,25,-2,0,-0.7,i,-9,-0.3,-12,-4,2
Cc1nc(-c2cccc(Cl)c2)n[nH]1,1,-6,3,1.8,i,-2,-0.4,-2,-6,8
CC1CCN(c2ccc(-c3ccc(NC(=O)C(F)(F)F)cc3)nn2)CC1,-8,-5,-1,0.2,i,4,-1.0,9,-10,-7
COc1ccc(NC(=O)CSCC(=O)N(C)CC(=O)Nc2c(C)cccc2C)cc1,-8,1,-2,-0.2,i,0,-0.9,5,11,3
CC(=O)Nc1ccc(S(=O)(=O)NCC(=O)OCC(=O)Nc2sccc2C(N)=O)cc1,5,-1,0,-0.5,i,-3,0.1,0,9,7
C=CCOC(=O)C1=C[C@@H](c2ccc(Br)cc2)C[C@@H](OCCCCO)O1,-5,1,0,-0.2,i,-2,1.2,-12,-8,0
C=CCc1ccc(OCc2ccc(C(=O)O)o2)c(OC)c1,7,5,2,0.5,i,-3,-4.3,6,-12,3
Cc1ccc2nsnc2c1NC(=O)c1sc2ccccc2c1Cl,-2,-5,-2,-0.2,i,-9,-0.7,49,-18,-2
O=C(c1cccn(Cc2ccc(Cl)c(Cl)c2)c1=O)N1CCOCC1,-8,-2,0,0.4,+,1,-1.0,1,-89,1
O=C(CCCN1C(=O)/C(=C\c2cccc(Br)c2)SC1=S)Nc1cccnc1,5,4,1,-0.2,i,8,5.2,17,10,-11
CCC1Nc2ncnc(N3CCOCC3)c2N(Cc2ccc(OC)cc2)C1=O (stereo not drawn),-6,-6,-2,-0.3,i,1,-1.6,-7,-3,4
Cc1ccc(C)c(NC(=S)N(C2CCCCC2)C(C)c2cccnc2)c1 (stereo not drawn),4,1,1,-0.1,i,-3,-0.7,-1,10,-1
